Bioassay records deposited in PubChem by National Center for Advancing Translational Sciences (NCATS).
Lipid storage S3 = qHTS Assay for Lipid Storage Modulators in Drosophila S3 Cells; Drosophila S3 cells, BODIPY lipid droplet fluorescence, 18-24 h; cells fed with added oleic acid; AID 2685; hit rate 0.64% among 320,000; Potency in µM for hits, for the others lipid storage change, negative = inhibition, % at the top dose, mostly 46.1 µM; active means well fitted inhibition curve with a large enough effect in the signal ratio, with a control signal flat, not every such curve was filed as active; inconclusive means small, poorly fitted or top-dose-only effect, or effect the other way, or a change in a side signal; the % refers to the signal ratio
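Laser-scanning cytometry quantifies lipid droplet accumulation (500–530 nm total intensity; droplet/cell object ratio) in oleic acid-fed (400 uM added) Drosophila S3 cells treated with a concentration series. 20 uM Triacsin C defined 100% inhibition.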
Lipid storage S3 cell count max = second read-out of Lipid storage S3, no call of its own (marks repeat the call); cell number change, %; measured here: cell count max response;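 cells counted by Cell Tracker Red CMTPX staining in the red channel; peak over a dose series mostly up to 46.1 µM; percent activity relative to internal control wells on each plate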
* = called active by the depositor; i = inactive; ? = inconclusive; . = not tested or not shown. On the % scale 0 is the no-effect control and ±100 the full control effect; potency means the concentration at half of the fitted maximal effect. A portion of the library (hit frequency here may not be typical).

SMILES	Lipid storage S3	Lipid storage S3 cell count max
O=C(c1ccc(S(=O)(=O)N2CCOCC2)cc1)N1CCOCC1	-12.5%	-13.1
CC(=O)c1c(OC(=O)c2cccc(Cl)c2)c2ccccc2n1C	7.0%	8.7
O=C(NCc1cccc(Cl)c1)C1CCC(=O)N(CCN2CCOCC2)C1 (stereo not given)	33.0%	19.0
Oc1ccc2oc3c(c2c1C=NCc1ccncc1)CCCC3	2.4%	-1.6
CCOc1ccccc1NC(=O)CSc1nc2cc(O)ccc2c(=O)n1-c1ccc(OC)c(OC)c1	?	.
S=C(NC1CCCCC1)N1CCc2[nH]c3ccccc3c2C1	2.5%	-25.1
CCOC(=O)c1[nH]c2ccccc2c1NC(=O)c1ccc(S(=O)(=O)N2CCCCC2)cc1	?	.
COc1ccccc1N1CCN(C(=O)c2ccc3c(c2)CCN3S(=O)(=O)c2ccccc2)CC1	?	.
COc1cccc(N2CCN(S(=O)(=O)c3ccc4nc(-c5ccccc5)[nH]c4c3)CC2)c1	?	.
O=C(O)c1cccc(-n2cnnn2)c1	?	.
O=C(Nc1cccc2ncccc12)C(c1ccccc1)c1ccccc1	?	.
O=C(N/N=C/c1ccc(Cl)cc1Cl)c1n[nH]c2c1CCCC2	?	.
CCN1CCN(C(=O)N(Cc2ccc(Cl)cc2)S(=O)(=O)c2ccc(C)cc2)CC1	10.5%	8.4
CC(=O)O[C@]1(C(C)=O)CCC2C3C=C(C)C4=CC(=O)CC[C@]4(C)C3CC[C@@]21C (stereo not given in full)	?	.
CN1CCN(c2nc3c(c(=O)n(C)c(=O)n3C)n2Cc2ccccc2Cl)CC1	i	-34.0
CCN(CC)S(=O)(=O)c1ccc(C(=O)NNC(=O)C2CCN(S(=O)(=O)c3ccc(Cl)cc3)CC2)cc1	?	.
CC1(C)CC2CC(C)(CN2C(=O)COC(=O)c2cc(Cl)cc(Cl)c2N)C1 (stereo not given)	?	.
CCOc1cnc(-c2c(-c3ccccc3Cl)noc2C)o1	?	.
Cc1cccc(Nc2nc3ccccc3s2)c1C	?	.
CCN(CC)CCCNC(=O)c1nn(-c2ccccc2OC)c(=O)c2ccccc12	i	7.0
CCC(=O)Nc1cc2c(cc1C(=O)CC)OCCO2	?	.
CC1CCCN(c2ncnc3c2cnn3-c2ccc(Cl)cc2)C1 (stereo not given)	15.3%	-0.2
O=C(C1CCCCC1)N1CCCC(c2nc3c(nnn3Cc3ccccc3)c(=O)[nH]2)C1 (stereo not given)	?	.
NS(=O)(=O)c1ccc(CCNC(=O)CCCn2c(=O)[nH]c3ccc(Br)cc3c2=O)cc1	?	.
COc1cccc(N2CCN(Cc3nc(N)nc(Nc4ccccc4OC)n3)CC2)c1	?	.
CCc1ccc(OCC2c3cc(OC)c(OC)cc3CCN2C(=S)NC)cc1 (stereo not given)	?	.
Cc1cc(/C=C2/SC(=O)N(CC(=O)N3CCOCC3)C2=O)c(C)n1-c1ccccc1F	-5.5%	-9.7
Cc1nc2cc(NC(=O)c3ccc(Cl)cc3)ccc2n1C	i	.
CCn1cc(/C=N/NC(=O)c2ccc(C#N)cc2F)c2ccccc21	?	.
COc1cc2c(cc1NC(=O)CN1C(=O)NC3(CCc4ccccc43)C1=O)oc1ccccc12 (stereo not given)	?	.
COc1cccc(C(=O)Oc2ccc(N3C(=O)CCC3=O)c(C)c2)c1	i	.
Cc1cc(-c2nnc(SCC(=O)Nc3ccc(Br)cc3F)n2N)n[nH]1	i	18.2
CCOC(=O)c1cc2sccc2n1CC(=O)C(C)(C)C	15.8%	29.9
COc1cccc(CN2CC(C(=O)N3CCCC3)CCC2=O)c1 (stereo not given)	-1.3%	-19.3
Cc1c(NC(=O)C(C)SC(=S)N2CCCC2)c(=O)n(-c2ccccc2)n1C (stereo not given)	i	11.7
CC(=O)c1c(C)[nH]c(C(=O)COC(=O)CCSc2ccccc2)c1C	?	.
Cc1ccc(C2(C(F)(F)F)N=C3Sc4cc(C)ccc4N3C(=O)N2)cc1 (stereo not given)	i	2.5
COc1cc(OC)c2ccc(=O)oc2c1C(CCN1CCCC1)c1ccc2c(c1)OCO2 (stereo not given)	14.2%	7.9
Cc1ccc(O)c(/C=N/NC(=O)COc2ccc3c(C)cc(=O)oc3c2)c1	?	.
O=C(O)Cn1nc(-c2ccc(F)cc2)oc1=O	-1.4%	14.4
Cc1nnc2ccc(-c3cccc(NS(=O)(=O)c4ccccc4Cl)c3)nn12	?	.
CCN1C(=NCc2ccco2)N[C@@H](c2cccc(C(F)(F)F)c2)C(C(=O)OC)=C1C	?	.
CC(C)c1ccc(N(C(=O)c2cc3ccccc3oc2=O)C2C=CS(=O)(=O)C2)cc1 (stereo not given)	?	.
Cc1[nH]n(S(=O)(=O)Cc2ccccc2)c(=O)c1N=Nc1ccccc1Cl	0.2%	0.9
Cc1nc(Nc2ccccc2)sc1C	?	.
Cc1cc(SCc2ccc(Br)cc2)nc(=O)[nH]1	i	13.3
CCCOc1ccc(C2NC(=O)NC2=O)cc1 (stereo not given)	4.0%	16.9
O=c1cnnc(N/N=C/c2ccc3c(c2)OCO3)[nH]1	?	.
NS(=O)(=O)c1ccc(N/N=C/c2ccccn2)c([N+](=O)[O-])c1	?	.
CCC(=O)Nc1ccc(N2CCC(C)CC2)cc1	-1.3%	2.1

Additional compounds.
SMILES	Lipid storage S3	Lipid storage S3 cell count max
COc1cccc(/C=N/NC(=O)c2ccc(OCc3cccc(Br)c3)cc2)c1	?	.
COC(=O)c1ccc(Cn2nnc3c(=O)[nH]c(C4CCCN(S(=O)(=O)c5ccccc5)C4)nc32)cc1 (stereo not given)	?	.
O=S(=O)(Nc1ccc(OC(F)F)cc1)c1ccc(-c2ccon2)s1	11.5%	-0.7
COc1cccc2sc(Nc3nc(-c4ccccn4)cs3)nc12	?	.
Cc1cccc(NC(=O)c2ccc(OCC3CCCO3)cc2)c1C (stereo not given)	?	.
CC1CC(OC(=O)CN2CCCCC2)CC(C)(C)C1 (stereo not given)	5.3%	13.5
CCC(Oc1cc(Cl)ccc1Cl)C(=O)N1CCCN(C)CC1 (stereo not given)	?	.
COc1ccc(C(=O)Nc2ccc3ccccc3n2)cc1OC	?	.
Cc1cccc(N2CCC(NCc3c(C(=O)N4CCCCC4)nc4c(C)cccn34)CC2)c1	-12.6%	.
Cn1nnnc1N=N/C(=N/Nc1ccccc1)c1ccccc1	?	.
Cc1ccc(N2CC(C(=O)Nc3nnc(SCCC4OCCO4)s3)CC2=O)cc1 (stereo not given)	?	.
NC(=O)C1(N2CCCCC2)CCN(c2nc(-c3ccccc3)cs2)CC1	i	0.4
CCC1CCCCN1CC(=O)c1c(C)[nH]c2ccccc12 (stereo not given)	?	.
O=C(Nc1ccncc1)C1CCN(S(=O)(=O)c2ccccc2)CC1	?	.
COc1ccccc1-c1cc(C(=O)N2CCCc3ccccc32)no1	2.0%	0.5
Cc1ccc(NC(=O)Nc2cnccn2)cc1C	4.3%	7.8
O=c1oc(-c2ccccc2)nc2sc3c(c12)CCC3	?	.
COc1ccc(N2CCN(CCCNC(=S)Nc3c(C)cccc3C)CC2)cc1	?	.
CCOC(=O)c1ccc(NC(=S)Nc2cccc(N)n2)cc1	?	.
O=C(Nc1ccc(S(=O)(=O)Nc2nccs2)cc1)c1ccc(=O)[nH]c1	?	.
CCc1ccccc1NC(=O)C1CCN(c2cnccn2)CC1	-1.2%	5.0
CCOC(=O)c1c(-c2cccs2)csc1NC(=O)c1ccco1	7.0%	9.3
CCOC(=O)c1cc(-c2ccccc2C)n(CC2CC(c3cccc([N+](=O)[O-])c3)=NO2)n1 (stereo not given)	?	.
COc1ccc2oc(C(=O)OCC(=O)Nc3ccccc3)c(C)c2c1	3.8%	29.3
CCCN(CC1CC1)C(=S)NC(=O)c1cc(Br)ccc1Cl	i	-8.3
O=C(OCC(=O)N1CCCc2ccccc21)c1ccc(Cl)nc1	19.5%	3.0
Cc1ccc(NC(=O)CCC(=O)NNC(=O)c2ccccc2)c(C)c1	-2.2%	3.6
COc1ccc(NC(=O)CCCN2C(=O)C3CC=CCC3C2=O)cc1 (stereo not given)	?	.
CCOC(=O)c1sc(C)c2c1NC1(CCCCCC1)NC2=O	6.5%	-10.9
O=C(NNC(=O)c1sccc1-n1cccc1)c1ccc(Cl)cc1	i	.
CC(C)CCn1c(CN2CCOCC2)nc2c1c(=O)n(C)c(=O)n2C	i	.
C=CCOc1ccc(C(=O)O)cc1Cl	-5.6%	-8.7
O=c1[nH]nc(SCc2nc3ccccc3s2)n1C1CC1	?	.
COc1cccc(-c2cc(C(=O)N3C(C)CCCC3C)no2)c1 (stereo not given)	?	.
COC(=O)CN1C(=S)N(c2ccc(F)cc2)C(=O)C1CC(=O)Nc1ccccc1 (stereo not given)	?	.
O=C(CN1C(=O)/C(=C/c2ccco2)SC1=S)NC1CCS(=O)(=O)C1 (stereo not given)	?	.
c1ccc(Cc2nn3c(COc4ccccc4)nnc3s2)cc1	?	.
CCC(=O)NC(=S)Nc1ccc(NC(=O)c2cc3ccccc3o2)c(OC)c1	?	.
CCOC(=O)C1(Cc2cccc(OC)c2)CCN(Cc2cccc(OC)c2O)CC1	-25.7%	1.1
CCOC(=O)CCC(=O)c1c(C)oc2ccc(OC)cc12	?	.
Cn1c(-c2sc3cc(C(F)(F)F)cnc3c2-c2ccccn2)n[nH]c1=S	-0.3%	7.7
O=C1N(CN2CCC3(CC2)OCCO3)c2ccccc2C12OCCCO2	?	.
CCCCCC(=O)Nc1sc(C)c(C)c1C#N	?	.
CCSc1nnc(NC(=O)CSc2nccn2-c2cc(C)cc(C)c2)s1	-24.7%	-29.3
CSC(=NC#N)N1CCN(C(=NC#N)SC)CC1	-13.8%	-2.0
CC(=O)Nc1ccc(NC(=O)CSc2nnnn2-c2ccc3c(c2)OCCO3)cc1	?	.
COc1ccccc1NC(=O)c1c(C)nc2ccccc2c1C(=O)O	-15.2%	8.2
Cc1noc(C)c1COc1cccc(C(=O)Nc2ccc(C#N)cc2)c1	i	.
Nc1nc(Br)c2c(F)cccc2c1-c1ccc(F)cc1	-22.9%	20.1
O=C1CS(=O)(=O)N(Cc2cccc(F)c2)c2ccc(Br)cc21	i	-1.8

Remaining list, next part
SMILES	Lipid storage S3	Lipid storage S3 cell count max
CCOc1ccccc1Oc1coc2cc(OCC(=O)O)ccc2c1=O	9.4%	10.7
COc1cc(S(=O)(=O)n2nc(C)cc2C)c(OC)cc1Cl	?	.
CC(C)c1onc(C(=O)N2CCCCCC2)c1[N+](=O)[O-]	-5.0%	-15.8
Cc1cc(-n2c(=S)sc3c(=O)n(-c4ccc(F)cc4)c(SCC(=O)O)nc32)ccc1Cl	6.8%	.
COc1cc(OC)cc(-c2nnc(SCC(=O)N3CCCc4ccccc43)o2)c1	10.0%	-16.0
Cc1ncc(CN2CCCC(C(=O)Nc3ccc(-c4cccc(F)c4)cc3)C2)s1 (stereo not given)	?	.
C=CCn1cccc(C(=O)Nc2cc(OC)c(OC)c(OC)c2)c1=O	?	.
CC(NC(=S)Nc1ccccc1Cl)C(c1ccccc1)N1CCOCC1 (stereo not given)	7.2%	8.7
CC1CCN(C(=O)CCc2nnc3ccc(N4CCC5(CC4)OCCO5)nn23)CC1	-15.9%	-10.4
O=C(Nc1ccncc1)Nc1ccc(Br)cc1Cl	?	.
CCc1ccccc1OCC(=O)Nc1ccc(S(N)(=O)=O)cc1	?	.
CCOc1ccc(-c2nc(CSc3nncs3)cs2)cc1OC	18.9%	-10.6
Cc1cc(C)cc(OCc2nnc(SCC(=O)c3ccc(Br)cc3)o2)c1	?	.
CCCCCSc1nnc(-c2ccccc2NC(C)=O)c(=O)[nH]1	?	.
CCC1(c2ccccc2)C(=O)N(C(=O)OC(C)(C)C)N1C(=O)OC(C)(C)C (stereo not given)	?	.
CC(C)C(=O)Nc1ccc(N2CCCC2)cc1	?	.
Cc1ccc(S(=O)(=O)Nc2cccnc2)cc1	-10.7%	-10.9
Cc1ccc(C(=O)NCC(=O)NCCCc2ccccc2)s1	?	.
S=C(Nc1ccc(Oc2ccc(NC(=S)NC3CCCCC3)cc2)cc1)NC1CCCCC1	0.0%	-11.5

Part of the list above, reformatted:
Lipid storage S3,Lipid storage S3 cell count max,canonical_smiles
6.8%,.,Cc1cc(-n2c(=S)sc3c(=O)n(-c4ccc(F)cc4)c(SCC(=O)O)nc32)ccc1Cl
10.0%,-16.0,COc1cc(OC)cc(-c2nnc(SCC(=O)N3CCCc4ccccc43)o2)c1
?,.,Cc1ncc(CN2CCCC(C(=O)Nc3ccc(-c4cccc(F)c4)cc3)C2)s1 (stereo not given)
?,.,C=CCn1cccc(C(=O)Nc2cc(OC)c(OC)c(OC)c2)c1=O
7.2%,8.7,CC(NC(=S)Nc1ccccc1Cl)C(c1ccccc1)N1CCOCC1 (stereo not given)
